# NF-kB expr up: raises NF-kB expression in human neuronal cells; fold change at 12.5 µM; actives 1.6% (n = 190,000); NF-kB reporter expression; stronger effect = higher value; in the data active means fold change above about 3.3
# STAT1 act: increases IFN-gamma driven STAT1 reporter signal; NIH 3T3 STAT1-luciferase reporter, luminescence; 100% = IFN-gamma alone, no compound; activation (% of control), % at 5.5 µM; actives 2.6% (n = 200,000);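 active means activation above the screen-wide mean activation plus 3 SD, cut at about 130% in these data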;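 further: raw ratio to IFN-gamma control signal so 100% means no change and 0% no light; values of inactives mirror those of a sister screen read the other way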
# APP 5UTR inh: APP translation inhibition; SH-SY5Y APP 5'UTR-luciferase reporter, luminescence; inhibition, % at 2 µM; actives 0.82% (n = 190,000); AID 1285;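 active means inhibition above a set limit, derived from the sample mean plus 3 SD, cut at about 45% in these data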; further: values of inactives mirror those of a sister screen read the other way
# Diaphorase act: counter-screen for diaphorase-based assays: diaphorase activators and chemical reducers | actives 0.005% (n = 190,000) | Diaphorase/resazurin coupled assay, resorufin fluorescence, 16 min; stronger effect = higher value; 1 = vehicle wells, 0 = NADH-free wells | activation factor at 20 µM;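 active means diaphorase activity raised at least twofold by the compound at 20 µM; inactive means activation factor below 2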
#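 Material: purified diaphorase enzyme from Clostridium kluyveri; Also added: 0.114 mM NADH and 0.1 mM resazurin, final amounts; Doses: single compound dose of 20 µM, 1% DMSO final; Times: 16 min enzyme reaction, ambient temperature; Detection: resorufin fluorescence, excitation 544 nm, emission 590 nm; Measure: increased resorufin signal from activators or reducing compounds.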
# FLuc inh counter: Photinus pyralis luciferase inhibition counter-screen. P08659. ATPLite firefly luciferase biochemical luminescence, 10 min. inhibition, % at 10 µM. actives 1.5% (n = 200,000). AID 1006;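 active means inhibition above about 50% when tested at 10 µM, limit read from the data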
# Target sequence (P08659 whole entry, looked up): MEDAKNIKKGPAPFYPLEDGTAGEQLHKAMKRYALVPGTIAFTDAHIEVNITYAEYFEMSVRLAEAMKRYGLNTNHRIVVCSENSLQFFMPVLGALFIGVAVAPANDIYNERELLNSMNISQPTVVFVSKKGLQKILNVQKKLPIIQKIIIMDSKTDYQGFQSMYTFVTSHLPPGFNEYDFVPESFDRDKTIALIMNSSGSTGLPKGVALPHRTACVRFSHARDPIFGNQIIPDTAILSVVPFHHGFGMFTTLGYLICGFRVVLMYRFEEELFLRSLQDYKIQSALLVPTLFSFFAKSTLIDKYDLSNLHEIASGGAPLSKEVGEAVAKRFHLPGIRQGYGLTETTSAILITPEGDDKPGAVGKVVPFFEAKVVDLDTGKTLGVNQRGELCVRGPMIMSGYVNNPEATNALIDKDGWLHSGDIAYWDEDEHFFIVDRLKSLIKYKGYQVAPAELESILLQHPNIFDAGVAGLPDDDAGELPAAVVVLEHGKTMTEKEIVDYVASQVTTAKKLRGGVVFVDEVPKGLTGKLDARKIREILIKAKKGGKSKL
# APP 5'UTR act: APP 5'UTR luciferase reporter activation; SH-SY5Y APP 5'UTR luciferase reporter, luminescence; zero percent = DMSO vehicle wells; activation, % at 2 µM; actives 1% (n = 190,000);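 active means activation above a set limit, based on mean plus 3 SD of controls, cut at about 140% in these data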; further: values of inactives mirror those of a sister screen read the other way
# FLuc act counter: affects firefly luciferase, flagging false hits in luciferase stimulation screens | P08659 | 200,000 tested, under 10 active | activation factor at 10 µM | ATPlite luciferase biochemical, luminescence, 10 min; 0 = ATP-free wells, 1 = DMSO control;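 active means luciferase activation factor, scaled between plate controls, of at least 2 with compound at 10 µM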
#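 assay system = Luciferase/luciferin detection reagent, cell-free biochemical luciferase assay | also added = ATP substrate | times = 10 min post-reagent at room temperature | measured by = luminescence from luciferase reaction | measure = luciferase activation, seen as luminescence increase over controls | benchmarks = low control with PBS replacing ATP, high control enzyme plus ATP without compound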
# Diaph inh CS: diaphorase inhibition or chemical oxidation counter-screen; diaphorase resazurin-to-resorufin fluorescence, NADH, 16 min; bacterial (C. kluyveri) enzyme, not human; inhibition, % at 20 µM; actives 0.69% (n = 190,000); AID 1217;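 active means primary screen inhibition at 20 µM above a set limit, cut at about 50% in these data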;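 further: plate controls were DMSO with full reaction for no effect and wells lacking NADH for full effect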
#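 material = Clostridium kluyveri diaphorase enzyme | amount = 0.14 U/mL diaphorase, enzyme working solution | schedule = incubation 16 min, room temperature | detection = fluorescence of resorufin formed from resazurin, Ex 544/Em 590 nm | benchmarks = positive control minus NADH, DMSO neutral control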
# TLR4 MyD88 comp: blocks binding of human TLR4 to MyD88. O00206+Q99836. HeLa CL3-4 TLR4/MyD88 BLA complementation, FRET ratio. inhibition, % at 8.4 µM. actives 0.18% (n = 200,000). AID 861; in the data active means inhibition above about 25%;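 further: 0% = vehicle and 100% = reference inhibitor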
# G6PDH counter: counter-screen for G6PDH assay hits: L. mesenteroides G6PDH inhibition | Purified L. mesenteroides G6PDH, diaphorase/resazurin coupled fluorescence, 45 min | AID 1020 | inhibition, % at 5 µM | actives 0.12% (n = 200,000); in the data active means inhibition above about 50%
# Numbers without * were called inactive; / = no result given.
SMILES,NF-kB expr up,STAT1 act,APP 5UTR inh,Diaphorase act,FLuc inh counter,APP 5'UTR act,FLuc act counter,Diaph inh CS,TLR4 MyD88 comp,G6PDH counter
CC1CCCCN1S(=O)(=O)c1ccc(N(C(=O)c2cnccn2)C(C(=O)NC2CCCCC2)c2cccs2)cc1 (stereo unspecified),0.83,93,-1,0.8,-3,1,1,20,2,6
CCc1nnc(NC(=O)CSc2nnc(-c3ccc(OC)cc3)n2C)s1,1.4,108,-10,1,-2,10,1,4,3,-28
O=C(NCc1ccccc1)N(Cc1nc2ccccc2c(=O)[nH]1)C1CCCC1,0.8,101,-24,0.8,-7,24,1.1,21,-15,-1
CCCN(Cc1cc2cc(C)ccc2[nH]c1=O)S(C)(=O)=O,1.2,106,-3,0.9,-12,3,1.1,12,-20,5
CCC(C)(C)NC(=O)C(c1cccs1)N(C(=O)c1ccn[nH]1)c1cccc(OC)c1 (stereo unspecified),1.2,96,-19,0.9,-7,19,1.1,7,15,30
CCOC(=O)c1cc2c(=O)n3ccccc3nc2n(C(C)C)c1=NC(=O)c1c(-c2ccccc2Cl)noc1C,1.2,104,1,0.8,-6,-1,1.1,19,-4,8
CN(C)CC/C=C1/c2ccccc2Sc2c(O)cc(Cl)cc21,0.99,100,-8,0.8,-4,8,1,25,19,10
Cc1cc([N+](=O)[O-])ccc1NCc1ccco1,1.1,93,1,0.8,-3,-1,1,16,-6,14
O=C(C1=C[C@@H](c2ccc(Br)cc2)C[C@@H](OCCCCO)O1)N1CCN(Cc2ccccc2)CC1,0.75,102,2,0.7,-4,-2,1,30,8,11
c1ccc(CCSc2nccn2-c2ccccc2)cc1,4.6*,142*,-126,0.8,11,126,0.9,17,0,4
Cc1cc2ccccc2n1CCNC(=O)C(C)(C)C,1.1,/,14,0.8,2,-14,1,19,/,8
CCCCCCCN=CC1=C(O)CC(c2ccccc2)CC1=O (stereo unspecified),1.2,92,-23,1,-8,23,1.1,0,-11,2
CCCn1nc(NC(=O)CC(C)C)c2cc3ccccc3nc21,0.92,102,1,0.7,-4,-1,1,26,-9,5
CC1CCN(c2nnc(N)s2)CC1,1.1,96,3,0.9,2,-3,1,14,-12,-9
Cc1cc2c(C)nc(Cc3ccccc3)nc2o1,1.1,107,0,0.9,1,0,1,12,-18,35
CCC(=O)c1ccc(OCCn2cncn2)cc1,1.1,95,-18,1,-2,18,1,1,-6,11
N#CCC(=O)NN=C1CCCCCCCCCCC1,1.1,99,-6,1,-6,6,1.1,-4,-46,7
C=CCn1c(=NC(=O)c2ccco2)sc2cc(C(=O)OCC)ccc21,1.1,100,-10,0.9,-5,10,1,8,-32,-21
CC1CCN(C(=O)Cn2cc(SCC(=O)NCC3CCCO3)c3ccccc32)CC1 (stereo unspecified),1.1,92,8,1,-1,-8,1,0,-6,2
O=C(Nc1ccc(Cl)cc1F)c1ccc(COc2c(F)c(F)c(F)c(F)c2F)o1,1.2,102,13,0.7,-4,-13,1,32,12,0

# Single values from the results shown.
# `CCCCCCCN=CC1=C(O)CC(c2ccccc2)CC1=O` (stereo unspecified) in Diaph inh CS = 0
# `O=C(NCc1ccccc1)N(Cc1nc2ccccc2c(=O)[nH]1)C1CCCC1` in Diaphorase act = 0.8
# `Cc1cc2ccccc2n1CCNC(=O)C(C)(C)C` in NF-kB expr up = 1.1

# By substructure: the compounds so far with two or more sulfur atoms
SMILES,NF-kB expr up,STAT1 act,APP 5UTR inh,Diaphorase act,FLuc inh counter,APP 5'UTR act,FLuc act counter,Diaph inh CS,TLR4 MyD88 comp,G6PDH counter
CC1CCCCN1S(=O)(=O)c1ccc(N(C(=O)c2cnccn2)C(C(=O)NC2CCCCC2)c2cccs2)cc1 (stereo unspecified),0.83,93,-1,0.8,-3,1,1,20,2,6
CCc1nnc(NC(=O)CSc2nnc(-c3ccc(OC)cc3)n2C)s1,1.4,108,-10,1,-2,10,1,4,3,-28

# Further compounds
SMILES,NF-kB expr up,STAT1 act,APP 5UTR inh,Diaphorase act,FLuc inh counter,APP 5'UTR act,FLuc act counter,Diaph inh CS,TLR4 MyD88 comp,G6PDH counter
COC(=O)Sc1nc(N2CCOCC2)c2c(c1C#N)CC(C)(C)OC2,0.94,98,0,0.9,0,0,1,14,-15,4
CCOC(=O)c1cc(NC(=O)c2ccccc2)c(=O)oc1-c1ccccc1,1.2,97,-1,0.9,-5,1,1.1,12,5,5
O=C(/C=C/c1cn(-c2ccccc2)nc1-c1cccnc1)N1CCCC1,0.69,34,19,1,9,-19,0.9,3,-17,1
COc1ccccc1CC(=O)N1CCCC1,0.96,108,10,0.9,-5,-10,1.1,10,4,1
c1ccc(-c2noc(CSc3nnnn3-c3ccccc3)n2)cc1,1,105,12,0.9,-2,-12,1,14,-7,2
O=C(C1CCCO1)N1CCN(c2c3c(nc4cc(-c5ccc(F)cc5)nn24)CCC3)CC1 (stereo unspecified),0.44,99,-22,0.9,-1,22,1,12,-2,-2
NNC(=O)c1nc[nH]c1C(=O)Nc1ccccc1[N+](=O)[O-],1.4,105,4,0.9,0,-4,1,9,-3,2
CCC(C)Sc1nc(O)c(Cc2ccccc2)c(=O)[nH]1 (stereo unspecified),0.99,95,/,1,3,/,1,0,8,5
Cn1c(SCC(=O)NCc2ccccc2)nnc1C1CC1,1.2,103,13,1,-5,-13,1.1,-2,2,6
Cc1cc2nc(CSc3ccc(Cl)cc3)cc(=O)n2[nH]1,1.1,101,3,0.8,11,-3,0.9,21,-3,0
O=C(C(=O)N1CCc2ccccc2C1)c1cn(CC(=O)N2CCOCC2)c2ccccc12,1.1,108,-9,1.1,-2,9,1,-10,-2,17
COc1ccccc1/C=C/C(=O)c1ccc(Cl)cc1,1.6,96,-19,1,14,19,0.9,2,1,3
O=C(NCCCN1CCOCC1)c1ccc(N2CCCC2)c([N+](=O)[O-])c1,0.95,94,4,/,-6,-4,1.1,/,6,10
O=C(NC1=NCCS1)c1ccc(Br)s1,3.1,138*,-117,0.9,22,117,0.8,10,-2,-5
N#Cc1c(-c2ccco2)cc(C2CC2)nc1N,0.52,99,-11,1,-4,11,1,5,6,12
Nc1cc(-c2ccccc2)ccc1O,1.2,93,0,0.8,10,0,0.9,24,3,5
O=[N+]([O-])c1cc(-c2nnc(N3CCOCC3)c3ccccc23)ccc1N1CCOCC1,0.62,106,17,0.9,-2,-17,1,14,13,1
CC(=O)Oc1ccc(C(=O)Nc2nccs2)cc1,1.7,/,-2,0.9,54*,2,0.5,9,/,1
CC(C)(C)c1c(Cl)c(O)c(-c2ccccc2)c(=O)n1-c1ccccc1,1.1,101,12,1.1,8,-12,0.9,-10,-18,-2
CNCc1c(OCc2ccccc2F)ccc2ccccc12,0.95,87,-1,1,-3,1,1,0,6,-5

# Some of these compounds in order of their number in APP 5'UTR act, low to high.
SMILES,NF-kB expr up,STAT1 act,APP 5UTR inh,APP 5'UTR act,TLR4 MyD88 comp
Nc1cc(-c2ccccc2)ccc1O,1.2,93,0,0,3
CC(=O)Oc1ccc(C(=O)Nc2nccs2)cc1,1.7,/,-2,2,/
N#Cc1c(-c2ccco2)cc(C2CC2)nc1N,0.52,99,-11,11,6

# (continued)
SMILES,NF-kB expr up,STAT1 act,APP 5UTR inh,Diaphorase act,FLuc inh counter,APP 5'UTR act,FLuc act counter,Diaph inh CS,TLR4 MyD88 comp,G6PDH counter
Cc1onc(-c2ccccc2)c1C(=O)NC(=S)NNC(=O)c1cccnc1,1.1,85,15,0.8,-8,-15,1.1,21,6,2
CCNCC(=O)Nc1ccc(N2CCOCC2)cc1,1.1,97,-12,0.9,-8,12,1.1,6,-1,1
COc1ccccc1N(C(=O)c1cncc(Br)c1)c1nc(-c2ccc(C)cc2)cs1,1.1,106,-30,0.9,-2,30,1,5,-14,3
CCN(C(=O)CSc1nnc2ccccn12)C1CCS(=O)(=O)C1 (stereo unspecified),1.1,99,2,0.9,-6,-2,1.1,7,-10,2
O=C(c1ccccc1)c1nn(-c2ccccc2)c(=O)cc1C(F)(F)F,1.2,98,1,1,2,-1,1,5,-6,2
O=C(Oc1ccc(Cl)c2cccnc12)N1CCOCC1,1,104,3,0.9,-2,-3,1,11,-3,-1
Cc1cccc2sc(NC(=O)C3=NN(c4ccccc4)C(=O)CC3)nc12,1,106,0,0.9,-7,0,1.1,9,-11,-34
CCOC(=O)CN1C(=O)COc2ccc(C(C)(C)C)cc21,0.95,97,-16,0.8,-6,16,1.1,20,-11,-2
C/C(Cn1cnc([N+](=O)[O-])n1)=N\NC(=O)c1ccncc1,0.98,108,-5,0.9,-3,5,1,10,-3,5
O=C(CN1CCCCC1)NCC1(c2ccccc2)CCCC1,1.1,101,9,/,-9,-9,1.1,/,-6,9
CC(=O)Nc1ccc(NC(=O)C(C)n2nc([N+](=O)[O-])c(Br)c2C)cc1 (stereo unspecified),0.9,96,-15,0.9,-8,15,1.1,9,11,3
O=C1CC(=O)N(Cc2ccco2)C(=O)N1,0.92,94,21,1,-4,-21,1,4,0,1
CCCC(=O)NCc1ccc2c(c1)cc(C)n2C,1.7,96,-5,0.9,4,5,1,9,-1,8
CCOC(=O)c1ccccc1NC1c2ccccc2C(=O)N1c1ccc(C)cn1 (stereo unspecified),1.4,125,-6,0.7,-2,6,1,28,5,-32
CC(=O)Nc1ccc(C(=O)OC2CCCCC2=O)cc1 (stereo unspecified),1.2,99,15,0.9,-8,-15,1.1,9,-8,2
COc1ccccc1N1CCN(C(=O)Nc2cccc(Cl)c2)CC1,1.2,96,-27,0.8,-3,27,1,16,-5,-2
O=C(NCCC(=O)N1CCN(c2ncccn2)CC1)c1ccccc1Cl,1.1,104,/,0.9,-7,/,1.1,10,7,0
O=C(CN1CCN(CC(=O)Nc2ccccc2C(F)(F)F)CC1)Nc1ccccc1F,0.91,105,6,1,-5,-6,1.1,3,1,-15

# Bioassay records from PubChem.
